Source: PubChem BioAssay (MTDP)
RNase H inhibition: RNase H inhibition, HIV 1 Gag Pol polyprotein, FRET biochemical assay, screening (AID 372); HIV-1 RT RNase H, FRET RNA/DNA substrate fluorescence; higher % means a stronger effect; inhibition, % at 10 µM, or IC50 in µM where a hit was titrated; hit rate 0.77% among 100,000; in the data active means inhibition above about 50%
Starred values were filed as active, the others as inactive; & = joins results of further samples. The list is partial; count on the stated rates, not on these rows.

Start of the data: the first two records (preview)
SMILES | RNase H inhibition
CC1=NN(c2ccc(C)c(Cl)c2)C(=O)C1 | 11%
Cc1ccc(C)c(Cc2cc([N+](=O)[O-])ccc2C)c1 | 20%

The whole of this part, repeating the preview:
SMILES | RNase H inhibition
CC1=NN(c2ccc(C)c(Cl)c2)C(=O)C1 | 11%
Cc1ccc(C)c(Cc2cc([N+](=O)[O-])ccc2C)c1 | 20%
CCCSc1nnc2c(n1)OC(c1cn(C(C)=O)c3ccccc13)N(C(C)=O)c1ccccc1-2 (centres undefined) | 10%
CCCCOc1ccc(C(=O)N/N=C/c2ccc3ccccc3c2)cc1 | 6%
COc1ccc(OC)c(NC(=O)COc2ccccc2C(C)(C)C)c1 | 1%
CCOC(=O)C1=C(C)N=c2s/c(=C\c3ccc(-c4cc(C)c(C)c([N+](=O)[O-])c4)o3)c(=O)n2C1c1ccc(OC)cc1 (centres undefined) | 55%*
CCc1cc(=O)oc2cc(OCc3cc4c(cc3Cl)OCO4)ccc12 | 20%
COc1cc(CN2CCCN(C)CC2)cc([N+](=O)[O-])c1O | 0%
CCN(CC)c1ccc(NC(=O)COc2ccc(C)cc2)cc1 | 19%
O=C(Nc1cccc(OC(F)(F)F)c1)c1ccc(-c2ccc([N+](=O)[O-])cc2)o1 | 20%
COc1cc(C(=O)Nc2ccc(C(N)=O)cc2)c([N+](=O)[O-])cc1OC | 0%
C=C(C)c1cccc(C(C)(C)NC(=O)NCCCN(C)C)c1 | 6%
CCN(CC)Cc1cc(NC2=NS(=O)(=O)c3ccccc32)ccc1O | 6%
CCOCCOC(=O)C1=C(C)NC2=C(C(=O)CC(c3cccs3)C2)C1c1ccc([N+](=O)[O-])cc1 (centres undefined) | 12%
CCC(=O)N1CCN(c2cc(C)c([N+](=O)[O-])cc2F)CC1 | 0%
O=C(NC(=S)Nc1ccc(F)c([N+](=O)[O-])c1)c1ccccc1Br | 22%
Cc1onc(-c2c(Cl)cccc2Cl)c1C(=O)Nc1cc(Cl)ccc1Cl | 25%
Cc1cc(Cl)cc(Cl)c1OCCOCCN1CCN(C)CC1 | 0%
Cc1ccsc1/C=N\NC(=O)c1cccc(Br)c1 | 2%
O=S(=O)(Nc1ccc(Cl)c(C(F)(F)F)c1)c1ccccc1 | 2%
CC(C)c1ccc(/C=C/C(=O)NC(=S)Nc2ccc(S(=O)(=O)N=C(N)N)cc2)cc1 | 41%
O=C1C(C=NC2CC2)=C(O)c2ccccc21 | 0%
N#CC(C#N)=NNc1ccc([N+](=O)[O-])cc1Cl | 8%
CCN(CC)c1ccc(C(NC(C)=O)NC(C)=O)cc1 | 0%
CC(=O)Nc1ccc(Nc2nc(-c3c(C)nc4ncccn34)cs2)cc1 | 9%
O=C(N/N=C/c1ccc(-c2ccc(I)cc2)o1)c1ccccn1 | 12%
O=C(Cc1ccccc1[N+](=O)[O-])N1CCN(c2ccccc2)CC1 | 4%
CCOC(=O)CSc1nc(-c2ccccc2)c(-c2ccccc2)o1 | 12%
COc1cc(/C=C2\N=C(SC)SC2=O)cc(Cl)c1OCc1ccccc1 | 12%
Cc1ccccc1OCC(=O)NCCSc1ccccn1 | 2%
O=C1/C(=C\c2ccc(-c3cccc(C(F)(F)F)c3)o2)SC(=S)N1C1CCCCC1 | 7%
CCC(Sc1nc2ccccc2o1)C(=O)Nc1cccc2ccccc12 (centres undefined) | 18%
CCCCCC(=O)N/N=C/c1ccc(Br)cc1 | 0%
Cc1ccc(S(=O)(=O)OC2C=CS(=O)(=O)C2)cc1 (centres undefined) | 5%
Cc1ccc(/C=C2/C=C(c3ccccc3)OC2=O)cc1 | 7%
CCOC(=O)C1=C(CC)OC(N)=C(C#N)C1c1cccc(C(F)(F)F)c1 (centres undefined) | 0%
CCOC(=O)C(Cc1cccc(Cl)c1Cl)Sc1nc2ccccc2[nH]1 (centres undefined) | 13%
CN(Cn1nc(-c2ccccc2)oc1=S)c1ccccc1 | 16%
Cc1ccc(C(c2ccc(C)o2)c2cc3c(cc2[N+](=O)[O-])OCO3)o1 | 20%
CCc1cc(=O)oc2c(C)c(OC(C)=O)ccc12 | 0%

A run of entries of the results above, as a working copy:
SMILES | RNase H inhibition
O=C(NC(=S)Nc1ccc(F)c([N+](=O)[O-])c1)c1ccccc1Br | 22%
Cc1onc(-c2c(Cl)cccc2Cl)c1C(=O)Nc1cc(Cl)ccc1Cl | 25%
Cc1cc(Cl)cc(Cl)c1OCCOCCN1CCN(C)CC1 | 0%
Cc1ccsc1/C=N\NC(=O)c1cccc(Br)c1 | 2%
O=S(=O)(Nc1ccc(Cl)c(C(F)(F)F)c1)c1ccccc1 | 2%
CC(C)c1ccc(/C=C/C(=O)NC(=S)Nc2ccc(S(=O)(=O)N=C(N)N)cc2)cc1 | 41%
O=C1C(C=NC2CC2)=C(O)c2ccccc21 | 0%
N#CC(C#N)=NNc1ccc([N+](=O)[O-])cc1Cl | 8%
CCN(CC)c1ccc(C(NC(C)=O)NC(C)=O)cc1 | 0%
CC(=O)Nc1ccc(Nc2nc(-c3c(C)nc4ncccn34)cs2)cc1 | 9%
O=C(N/N=C/c1ccc(-c2ccc(I)cc2)o1)c1ccccn1 | 12%
O=C(Cc1ccccc1[N+](=O)[O-])N1CCN(c2ccccc2)CC1 | 4%
CCOC(=O)CSc1nc(-c2ccccc2)c(-c2ccccc2)o1 | 12%
COc1cc(/C=C2\N=C(SC)SC2=O)cc(Cl)c1OCc1ccccc1 | 12%
Cc1ccccc1OCC(=O)NCCSc1ccccn1 | 2%
O=C1/C(=C\c2ccc(-c3cccc(C(F)(F)F)c3)o2)SC(=S)N1C1CCCCC1 | 7%
CCC(Sc1nc2ccccc2o1)C(=O)Nc1cccc2ccccc12 (centres undefined) | 18%
CCCCCC(=O)N/N=C/c1ccc(Br)cc1 | 0%
Cc1ccc(S(=O)(=O)OC2C=CS(=O)(=O)C2)cc1 (centres undefined) | 5%
Cc1ccc(/C=C2/C=C(c3ccccc3)OC2=O)cc1 | 7%
CCOC(=O)C1=C(CC)OC(N)=C(C#N)C1c1cccc(C(F)(F)F)c1 (centres undefined) | 0%
CCOC(=O)C(Cc1cccc(Cl)c1Cl)Sc1nc2ccccc2[nH]1 (centres undefined) | 13%
CN(Cn1nc(-c2ccccc2)oc1=S)c1ccccc1 | 16%
Cc1ccc(C(c2ccc(C)o2)c2cc3c(cc2[N+](=O)[O-])OCO3)o1 | 20%
CCc1cc(=O)oc2c(C)c(OC(C)=O)ccc12 | 0%

(listing goes on)
SMILES | RNase H inhibition
CCN(CC)c1ccc(/C=C(\C#N)C(=O)Nc2ccccc2)c(OC)c1 | 15%
Cc1cc(=O)oc2c(C)c(OC(=O)c3ccccc3)ccc12 | 18%
S=c1nc(Cc2ccccc2)[nH][nH]1 | 9%
O=C1NC(=S)N(c2cccc(Cl)c2Cl)C(=O)/C1=C/c1cc2c(cc1Cl)OCO2 | 15%
CC(Sc1ccccc1)C(=O)Nc1ccc(Cl)cc1 (centres undefined) | 10%
O=C(CSCc1ccc([N+](=O)[O-])cc1)NCc1ccco1 | 10%
Cc1ccc(N2C(=O)NC(=O)/C(=C\c3ccc(N4CCCCC4)o3)C2=O)cc1 | 9%
O=C(/C=C/c1ccco1)NCC1CCCO1 (centres undefined) | 1%
O=C1/C(=C/c2ccc(O)c(O)c2)SC(=S)N1C1CCCCC1 | 5.7µM*
Nc1nc(-c2cccc(Br)c2)cs1 | 18%
COc1ccc(NC(=O)CSc2nc(C)cc(=O)[nH]2)cc1 | 5%&0%
O=C(Cc1ccc(-c2ccccc2)cc1)NNC(=O)c1cccc(Cl)c1 | 20%
COc1ccccc1OCCOCCOc1ccc(Cl)c(C)c1 | 18%
CC(C)CCNC(=O)c1ccccc1I | 0%
COc1ccc(/C=N/NS(=O)(=O)c2ccc(Cl)cc2)cc1 | 7%
COc1ccccc1-n1sc2c(c1=S)-c1cc(C)c(C)cc1NC2(C)C | 13%
Cc1ccsc1C1Nc2ccc3ccccc3c2C2=C1C(=O)CC(C)(C)C2 (centres undefined) | 21%
Cc1ccc(C)c(OCCOc2ccc(Cl)cc2/C=C2\SC(=S)N(C)C2=O)c1 | 24%
COc1cccc(NC(=O)c2cccc(Br)c2)c1 | 0%
COc1ccc(C(=O)CC(Nc2ccc(C)c(Cl)c2)c2ccccc2)cc1 (centres undefined) | 8%
Ic1ccc(OCCCCOc2cccc3cccnc23)cc1 | 34%
CCCC(=Nc1ccc(OC)cc1)C1=C(O)C(C(=O)OC)C(C)(C)CC1=O (centres undefined) | 5%
COc1ccccc1N/C(=N/S(=O)(=O)c1ccccc1)c1ccccc1 | 25%
O=C(NCc1ccccn1)Nc1ccc(Cl)cc1 | 0%
COc1ccc(C(=O)Nc2ccc(S(=O)(=O)Nc3nccc(C)n3)cc2)cc1[N+](=O)[O-] | 4%
COc1cc(OC)c(C2C(C(=O)OCC3CCCO3)=C(C)NC3=C2C(=O)CCC3)cc1OC (centres undefined) | 11%
CCCCOCP(=O)(CCCC)CCCC | 4%
Cc1ccc(C(=O)NC(=S)Nc2cccc(-c3nc4ncccc4o3)c2)cc1C | 16%
COc1ccccc1/C=N/Nc1ccc([N+](=O)[O-])cc1 | 10%
CC(C)Nc1ncnc2ccc(Br)cc12 | 2%
CN1CCC(=NNC(=O)C(=O)Nc2ccccc2)CC1 | 4%
COc1ccc(I)cc1S(=O)(=O)Oc1cccc2ccc(C)nc12 | 25%
NS(=O)(=O)c1ccc(NC(=O)/C=C/c2ccccc2Cl)cc1 | 8%
O=C(Cc1ccccc1)Nc1cc(C(F)(F)F)cc(C(F)(F)F)c1 | 0%
CSC(=O)NC12CC3CC(CC(C)(C3)C1)C2 | 7%
Cc1ccc(C)c(C2=NN(c3nc(-c4ccc(S(=O)(=O)N5CCOCC5)cc4)cs3)C(c3cccc([N+](=O)[O-])c3)C2)c1 (centres undefined) | 48%
CCOC(=O)C1=NNC(C(=O)c2ccccc2)C1c1ccccc1 (centres undefined) | 1%
Cc1ccc(C)n1-c1ccc(SCC(=O)O)cc1 | 8µM*
CCCOC(=O)c1ccc(NC(=O)c2ccccc2F)cc1 | 15%
Brc1ccccc1C=NN1CCN(Cc2ccccc2)CC1 | 8%
CC(=O)N1c2c(ccc3ccccc23)C(C)CC12CCCCC2 (centres undefined) | 15%
CC1=C(C(=O)OC2CCCCC2)C(c2cccc(Br)c2)C2=C(CC(C)(C)CC2=O)N1 (centres undefined) | 3%
CCCCS(=O)CC(O)COc1ccccc1 (centres undefined) | 0%
O=C1CSC(c2ccc(F)cc2)N1CCN1CCCCC1 (centres undefined) | 4%
Cc1ccc(N(Cc2ccco2)C(=O)C23CC4CC(CC(C4)C2)C3)cc1 | 9%
O=C(N/N=C/c1cccc(Br)c1)c1cccc(F)c1 | 0%
Cc1ccc(NS(=O)(=O)c2cc(C)c(Cl)cc2Cl)cc1Cl | 45%
CC(C)NCCn1c(-c2ccc(Cl)cc2)cn2c3ccccc3nc12 | 4%
CC1CCCN(C2CCN(Cc3ccccc3)CC2)C1 (centres undefined) | 5%
C=CCc1cccc2cc(C(=O)N3CCN(c4ccccn4)CC3)c(=O)oc12 | 5%
c1ccc(N2N=C(c3cccs3)CC2c2cn(-c3ccccc3)nc2-c2cccnc2)cc1 (centres undefined) | 16%
COc1ccc(C2C(C(C)=O)=C(O)C(=O)N2c2ccc(F)cc2)cc1OC (centres undefined) | 7%
CC(C)(Cc1ccc(O)cc1)NC(=O)c1ccccc1 | 24%
O=C(c1cccc(F)c1)N1CCN(C(=O)c2cccc(Cl)c2)CC1 | 0%
O=C1CC(c2ccccc2)CC2=C1C(c1ccc([N+](=O)[O-])cc1)Nc1ccc(C(=O)c3ccccc3)cc1N2 (centres undefined) | 35%
O=C(Nc1cc([N+](=O)[O-])ccc1F)c1cc(Br)ccc1Cl | 6%
Cc1ccc(CC(C)CC(=O)NCc2ccccc2)cc1 (centres undefined) | 1%
CC(C)c1ccc(/C=C/C(=O)Nc2sc3c(c2C(N)=O)CCCC3)cc1 | 22%
CC(=O)C1=C(O)C(=O)N(CC(=O)O)C1c1ccccc1[N+](=O)[O-] (centres undefined) | 5%
CCOC(=O)C1=C(C)N=c2s/c(=C\c3cc(Br)c(OCc4ccccc4Cl)c(OC)c3)c(=O)n2C1c1ccccc1 (centres undefined) | 0%

Next entries.
SMILES | RNase H inhibition
COc1cccc(OC)c1C(=O)N1CCCCCC1 | 5%
Cc1cnn(-c2cc(Oc3ccccc3)ncn2)c1 | 4%
CCC(=O)Nc1ccc2nc(SCC(=O)Nc3ccc(C(C)=O)cc3)sc2c1 | 14%
Cc1cc(OCC(=O)NNC(=O)COc2ccc(Cl)cc2)cc(C)c1Cl | 14%
O=C1C(=O)N(Cc2ccccc2)C(c2ccccc2)/C1=C(/O)c1ccccc1 (centres undefined) | 7%
O=C1OC(c2sc3ccccc3c2Cl)=N/C1=C/c1cccc(Br)c1 | 8%
Cc1ccc(Nc2cc(N3CCCCC3)c3noc4c3c2C(=O)c2ccccc2-4)cc1 | 11%
O=C(Oc1ccccc1/C=N/n1cnnc1)c1ccccc1Br | 11%
CCOC(=O)C1Cn2c(nc3c(c2=O)C(C)(C)Cc2ccccc2-3)S1 (centres undefined) | 12%
Cc1ccc(-c2nc3ncccc3o2)cc1NC(=O)c1ccc(-c2ccc(F)cc2)o1 | 30%
COc1ccccc1C(NC(C)=O)c1c(O)ccc2ccccc12 (centres undefined) | 7%
COc1ccc(C(O)P(=O)(OC(C)C)OC(C)C)cc1OC (centres undefined) | 0%
Cc1ccc2cccc(OS(=O)(=O)c3ccc(Cl)c(C)c3Cl)c2n1 | 52%*
CCOc1ccccc1C=Nc1cc(Cl)cc(Cl)c1 | 6%
COc1ccc(NC(=O)CCCC(=O)OCC(=O)c2ccc(C)c([N+](=O)[O-])c2)cc1 | 8%
CCOC(=O)CSc1nc(C)c2ccc(C)cc2n1 | 22%
COc1ccc(C(=O)Nc2ccc3oc(-c4ccc(F)cc4Cl)nc3c2)cc1 | 11%
C/C(=N\NC(=O)c1c[nH]c2ccccc12)c1ccc([N+](=O)[O-])cc1 | 13%
O=C(CN1CCOCC1)C12CC3CCC(CC(C3)C1)C2 | 6%
Cc1c(Cl)cccc1N(CC(=O)NCc1ccco1)S(=O)(=O)c1ccccc1 | 17%
Cc1cccc(N(CC(=O)NCCSc2nc3ccccc3s2)S(=O)(=O)c2ccccc2)c1 | 2%
COc1ccc(NC(=O)CSCc2ccccc2C)cc1Cl | 18%
Cc1cc(/C=C(/C#N)C(=O)Nc2ccc(Cl)cc2)c(C)n1-c1cccc(Cl)c1 | 24%
